Bioassay records as filed in PubChem.
Autophagy HCS: autophagy modulation, high-content screen; hit rate 0.98% among 190,000; AID 463193; MEF GFP-LC3 puncta imaging; test concentration mostly 10 µM; calls only at 10 µM (by protocol);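 active means percentage of spot-positive cells more than 3 SD above its plate mean, without a fluorescence outlier flag or 80% toxicity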;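 further: spot-positive cell cutoff set from DMSO-treated cells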
Insulin prom up: MIN6 insulin promoter up-regulation; MIN6 insulin promoter-GFP reporter, high-content imaging; hits give high values; hit rate 0.3% among 190,000; AID 1625; z-score at 5 µM;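 active means z-score above 3 at 5 µM with at least 500 cells counted in the well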
b-catenin transl: modulators of beta-catenin nuclear translocation. AID 1665. nuclear translocation activity, % at 5 µM. HeLa beta-catenin nuclear translocation, immunofluorescence imaging. hit rate 0.3% among 190,000;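 active means nuclear translocation activity above 50% at 5 µM, with a well cell count of 50 or more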;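 further: per-cell ratio of nuclear to cytoplasmic median beta-catenin stain intensity; plate controls were DMSO negative control for no effect and GSK-3 inhibitor IX positive control for full effect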
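Assay system: human HeLa cells, native beta-catenin; doses: 5 µM primary, 0.02–20 µM confirmation; incubation: compound treatment 24 h, 37°C, 5% CO2; technique: fluorescence imaging of beta-catenin antibody stain plus DAPI; measure: % activation, nuclear-to-cytoplasmic median beta-catenin signal ratio per cell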
HIV peptide binding: inhibitors of HIV fusion peptide binding, primary screen, biochemical, uHTS, fluorescence dequenching (AID 1986); cell-free peptide binding, fluorescence dequenching, 30 min; higher % means a stronger effect; inhibition, % at 20 µM, or IC50 in µM where a hit was titrated; hit rate 0.3% among 290,000; in the data active means inhibition mostly above about 52%, no sharp cut-off; inactive means mostly below about 76%; further: some results filed as inactive read as strong as hits
MT stabilize HCS: microtubule stabilization, imaging screen; % tubulin-high responders, % at 10 µM; hit rate 0.83% among 200,000; HeLa tubulin immunostaining HCS, 24 h; share of cells brighter than vehicle mean+2SD; AID 2205;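 active means plate Z-score above 3 for both tubulin-high and condensed-nucleus cell shares, with cell loss under 80%, at 10 µM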;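 further: anti alpha tubulin signal scored within the nucleus-defined area of each cell; some results filed as inactive read as strong as hits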
WT yeast gro inh: growth inhibition of WT yeast, mitochondrial fusion screen; inhibition, % at 10 µM; AID 1362; mitochondrial fusion phenotypic screen, WT strain; hit rate 2.1% among 190,000; in the data active means inhibition above about 58%; tested in S. cerevisiae
Yfh1-off respiration: enhancers of respiration in Yfh1-depleted yeast, dose response, Friedreich's ataxia, plus single-dose screen (AID 1465). S. cerevisiae Yfh1-off respiration, WST-1 reduction, 72 h; higher fold induction means a stronger effect. fold induction at 50 µM, or EC50 in µM where a hit was titrated. hit rate 0.074% among 220,000;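 active means fold induction of absorbance versus untreated yeast above a set limit, then at least 30% activation at any dose in follow-up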;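 further: activators that raise dye reduction in frataxin-depleted yeast; strong numbers were not always called active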
Dynein cargo inh: blocks dynein driven cargo transport along microtubules | hit rate 0.47% among 220,000 | 3617.4 mouse cells, GR-EGFP nuclear translocation imaging; test concentration mostly 20 µM; stimulated with dexamethasone, 1 µM; hits give low values | z-score, hits read low;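 active means plate z-score of nuclear minus cytoplasmic receptor signal below a set negative limit, without overly bright fluorescence or cell loss, cut at about -3.5 in these data, passing the limit was not always enough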;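 further: z-score of nuclear minus cytoplasmic ring GR-EGFP intensity difference per well; some compounds called inactive have numbers as strong as hits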
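Buffer or medium – tet-free medium with charcoal-stripped serum · Signal – automated 10x imaging of fixed Hoechst-stained cells · Also added – dexamethasone agonist, 1.0 µM final, for 30 min · Incubation – induction 48 h, compound 1 h, agonist 30 min · Read-out – GR-EGFP nuclear translocation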
AID2073: inhibitors of Mint1-CaV2.2 protein interaction, biochemical, HTRF (AID 2073). inhibition, % at 20 µM; hits with a dose series show IC50 in µM. HTRF protein-protein interaction, Mint1-CaV2.2; higher % means a stronger effect. hit rate 0.19% among 290,000; in the data active means inhibition mostly above about 51%, no sharp cut-off; further: some results filed as inactive read as strong as hits
WT yeast gro inh mutant strain: second read-out of WT yeast gro inh, no call of its own (marks repeat the call); inhibition, %; mitochondrial fusion phenotypic screen, mutant strain inhibition
Dynein cargo inh cytoplasmic EGFP: second read-out of Dynein cargo inh, no call of its own (marks repeat the call); z-score; measured here: cytoplasmic GR-EGFP intensity; hits give high values
Dynein cargo inh nuclear GR-EGFP: second read-out of Dynein cargo inh, no call of its own (marks repeat the call); z-score; measured here: nuclear GR-EGFP intensity;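 lower value marks the stronger effect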
Dynein cargo inh cell count: further read-out of Dynein cargo inh, marked with its call; z-score; measured here: cell count per field
Insulin prom up cell count: further read-out of Insulin prom up, marked with its call; cell count; measured here: cytotoxicity, nuclei count;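 total cells summed across four imaged fields per well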
b-catenin transl cell count 5 µM: further read-out of b-catenin transl, marked with its call; cell count; measured here: cell count, cytotoxicity flag
MT stabilize HCS Hoechst-high %: recorded beside MT stabilize HCS, whose call it bears; % Hoechst-high responders; measured here: nuclear condensation Hoechst responders;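 share of cells brighter than vehicle mean plus two SD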
MT stabilize HCS cytotoxicity %: further read-out of MT stabilize HCS, marked with its call; toxicity, %; measured here: cytotoxicity by cell density;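 0% = mean cell density of plate MIN control wells and 100% = no cells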
Autophagy HCS cell loss 18 h: second read-out of Autophagy HCS, no call of its own (marks repeat the call); toxicity, %; measured here: cell loss, nuclei count;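 cell loss after 18 h compound exposure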
An asterisk follows results filed as active; i = inactive; x = not tested or not shown. Outcome played no part in choosing rows (roughly 4.2% active in at least one column).

SMILES | Autophagy HCS | Autophagy HCS cell loss 18 h | Insulin prom up | Insulin prom up cell count | b-catenin transl | b-catenin transl cell count 5 µM | HIV peptide binding | MT stabilize HCS | MT stabilize HCS Hoechst-high % | MT stabilize HCS cytotoxicity % | WT yeast gro inh | WT yeast gro inh mutant strain | Yfh1-off respiration | Dynein cargo inh | Dynein cargo inh cytoplasmic EGFP | Dynein cargo inh nuclear GR-EGFP | Dynein cargo inh cell count | AID2073
NNc1nc(NCc2ccccc2)nc(N2CCOCC2)n1 | i | -11.2 | x | x | 2.1 | 502 | -0.8% | 4.0 | 1.8 | 5.4 | 19.4 | 7.5 | i | 0.0614 | -0.148 | 0.0745 | 0.319 | 2.4%
CC(O)CCC(=O)NNC1CC(=O)N(c2ccccc2)C1=O (stereo not drawn) | x | x | 0.01 | 1076 | -0.1 | 1350 | -0.7% | x | x | x | x | x | i | -0.262 | -0.233 | 0.52 | -0.185 | 1.7%
CCOc1ccc(Br)cc1/C(C)=N\NC1=NCCN1 | i | 29.3 | -2.78 | 512 | 81.5* | 693* | 1.7% | 34.6* | 18.0* | 54.1* | 22.2 | 41.9 | i | -1.39 | 0.444 | -0.553 | 2.11 | -1.7%
O/C(=C\Sc1nnc(Cc2ccccc2)o1)c1ccc(F)cc1 | i | -9.7 | x | x | x | x | 7.6% | 2.1 | 1.7 | 3.7 | 9.6 | 3.1 | i | 1.19 | -0.128 | 1.16 | -0.365 | -2.3%
c1csc(-c2nn[nH]n2)c1 | i | 3.7 | 0.06 | 839 | -0.8 | 1325 | 1.2% | 3.6 | 2.1 | 3.0 | -3.0 | -10.8 | i | -1.18 | -0.292 | -0.478 | 0.197 | 2.6%
COc1ccc(CCNCC(O)c2ccccc2)cc1 (stereo not drawn) | i | -0.9 | x | x | -3.0 | 1038 | 0.2% | 2.7 | 2.6 | 8.6 | -8.0 | -29.1 | i | -0.883 | -0.198 | -0.34 | 0.0339 | -0.7%
O=C(NC(=S)Nc1cccc(Cl)c1N1CCCCC1)c1ccc2c(c1)OCCO2 | i | 15.8 | 0.32 | 1017 | 85.9* | 382* | 3.6% | 29.0* | 34.1* | 45.4* | 5.4 | -22.0 | i | 0.89 | -0.225 | 1.11 | -0.838 | 3.3%
O=C(Cc1cccs1)Nc1ccc(-c2nnc(-c3ccco3)o2)cc1 | i | 4.9 | 0.2 | 1541 | 1.7 | 1085 | 0.0% | 2.3 | 4.1 | 4.9 | 1.9 | 2.0 | i | -0.403 | 0.0924 | -0.134 | -0.326 | 18.0%
Cc1ccc(NC(=O)CCC(=O)N/N=C/c2cccs2)cc1C | i | 1.5 | 0.8 | 1336 | -1.4 | 601 | 2.0% | 2.5 | 2.9 | 13.2 | -4.4 | -17.7 | i | -0.0765 | -0.293 | -0.422 | 0.439 | -4.1%
CC(C)c1nc2ccccn2c1NC1CCCCC1 | i | -2.4 | -0.33 | 1518 | 1.1 | 1380 | -3.4% | 2.4 | 1.1 | 4.2 | 21.8 | -1.2 | i | 1.07 | -0.232 | -0.635 | 0.552 | 16.2%
CCCCOc1ccc(C(=O)OC2CC(C)N(C)CC2C)cc1 (stereo not drawn) | i | -4.7 | x | x | x | x | -1.5% | 5.4 | 3.1 | 1.7 | 33.7 | 41.4 | i | 3.75 | 0.515 | 2.66 | -4.01 | -6.4%
Cc1cccc(C)c1NC(=O)c1c(-c2ccccc2)noc1C | i | 14.6 | -0.14 | 954 | -1.1 | 1154 | 1.1% | 2.6 | 1.6 | 10.5 | -25.6 | -5.5 | i | -0.75 | -0.217 | -0.286 | 0.446 | -7.7%
O=c1[nH]cnc2c1ncn2Cc1ccc([N+](=O)[O-])cc1 | x | x | -0.31 | 1409 | 1.1 | 1045 | 0.3% | x | x | x | x | x | i | -0.143 | -0.261 | -0.136 | -0.257 | 7.2%
CC(=O)c1ccc(NS(=O)(=O)c2ccc(N/C=C/C(=O)c3ccc(F)cc3)cc2)cc1 | x | x | -0.36 | 1041 | -0.3 | 1387 | 0.3% | x | x | x | x | x | i | 0.912 | -0.558 | 0.456 | -1.52 | 7.9%
Cc1noc(C)c1S(=O)(=O)N(CC(=O)N1CCn2c1nc1ccccc12)c1ccc(C(C)C)cc1 | i | 3.5 | 0.63 | 928 | -1.2 | 1078 | -1.1% | 5.3 | 1.8 | 7.8 | 7.7 | 9.1 | i | -0.873 | -0.0956 | -0.494 | 0.0271 | 5.0%
O=C(Cc1ccc(F)cc1)N/N=C/c1ccccn1 | i | 2.9 | -0.08 | 1134 | 0.9 | 932 | 2.0% | 6.3 | 2.3 | 5.2 | -6.0 | -9.7 | i | -0.958 | -0.317 | -0.855 | 0.685 | 3.0%
CCC(Oc1ccc2c(=O)c(-c3ccccc3OC)coc2c1)C(=O)OCc1ccccc1 (stereo not drawn) | i | 18.9 | 0.22 | 1391 | -0.5 | 1137 | -1.8% | 1.5 | 2.2 | 3.8 | 21.6 | 0.2 | i | 0.213 | -0.222 | 0.271 | -0.532 | 8.2%
C/C(CC(=O)Nc1ccc(Cl)cc1Cl)=N\NC(=O)c1ccncc1 | x | x | 0.86 | 1109 | -1.6 | 1361 | -1.7% | x | x | x | x | x | i | -0.09 | -0.23 | -0.145 | 0.596 | 2.9%
O=C(Cc1cccs1)Nc1ccccn1 | i | -10.5 | -0.74 | 1334 | 0.0 | 1089 | 3.2% | 3.7 | 1.4 | 2.8 | -6.5 | -0.4 | x | -1.07 | -0.264 | -1.2 | 1.22 | 6.9%
COCCn1c(SC)nnc1-c1c[nH]c2ccccc12 | i | -2.9 | 1.45 | 892 | x | x | 0.4% | 4.4 | 3.7 | 6.1 | 3.9 | 7.5 | i | -0.573 | -0.149 | -0.152 | 0.766 | -2.8%
COc1cc2c(cc1NS(=O)(=O)N1CCCCC1)oc1ccccc12 | i | -0.2 | 1.83 | 950 | 1.8 | 1169 | -0.1% | 2.2 | 2.7 | 4.9 | 80.1* | 54.4* | i | -0.341 | -0.293 | -0.281 | 1.12 | 5.1%
O=C(Nc1cc(-c2nn(CC(=O)N3CCCCC3)c(=O)c3ccccc23)ccc1N1CCOCC1)c1ccc(Cl)cc1 | i | -3.0 | -0.66 | 1326 | -0.4 | 1356 | 4.1% | 2.5 | 1.1 | 7.5 | 35.1 | -2.5 | i | -0.507 | -0.288 | -0.898 | 0.428 | -1.7%
Cc1ccc(S(=O)(=O)NCCCNC(=O)c2ccccc2)cc1 | i | -8.4 | 1.66 | 1181 | -1.0 | 1020 | -0.4% | 4.3 | 2.3 | 5.4 | -13.7 | -2.5 | i | 0.138 | -0.226 | 0.131 | 0.326 | -1.7%
CCn1c(C(=O)OC)cc2c1ccn2-c1ccc(F)cc1 | i | 9.4 | 0.13 | 1195 | x | x | -0.3% | 6.8 | 16.6 | 97.1 | 76.5* | 37.1* | x | -0.821 | -0.228 | 0.206 | -0.0971 | 3.6%
CCOC(=O)c1c(-c2ccc(C)o2)csc1NC(=O)CSc1ncn[nH]1 | i | -14.9 | x | x | x | x | -0.8% | 1.2 | 1.4 | 2.9 | -3.9 | 14.4 | i | -0.136 | 0.0581 | 0.0774 | 0.765 | -16.3%
Cc1cc(C)n2nc(N)c(N=Nc3ccc4c(c3)OCO4)c2n1 | i | -4.9 | -0.52 | 1119 | 2.0 | 407 | 16.2% | 2.7 | 4.0 | 7.9 | -3.4 | -1.1 | i | -0.523 | 0.0339 | -0.159 | 0.122 | -4.0%
CSc1oc(-c2ccco2)nc1S(=O)(=O)c1ccc(Br)cc1 | i | 5.4 | 0.58 | 1681 | -1.0 | 1089 | 6.0% | 3.5 | 2.2 | 5.8 | -17.0 | 2.6 | i | -0.359 | -0.174 | 0.0762 | 0.348 | 14.0%
CCOC(=O)CC1=NS(=O)(=O)c2ccccc2N1 | i | -53.6 | 0.96 | 1247 | -3.7 | 991 | -1.1% | 4.5 | 2.9 | 4.9 | -15.9 | -38.2 | i | -0.554 | -0.0164 | 0.116 | 0.523 | 0.3%
CC(C)CNC(=O)c1cccc(NC(=O)c2ccc(Cl)c([N+](=O)[O-])c2)c1 | i | -0.6 | 1.07 | 1108 | x | x | -2.4% | 2.0 | 2.2 | 11.3 | -1.8 | -13.7 | i | 0.25 | -0.0594 | 0.103 | -0.457 | -7.5%
COc1ccc(NS(=O)(=O)CC(C)C)c(OC)c1 | i | 5.1 | -0.28 | 1250 | -1.7 | 969 | -1.3% | 4.1 | 2.6 | 2.0 | -5.5 | -3.4 | i | -0.00864 | -0.315 | 0.107 | 0.0722 | 12.9%
O=C(C1=C[C@H](c2coc3ccccc3c2=O)C[C@H](OCCCCO)O1)N1CCN(Cc2ccc3c(c2)OCO3)CC1 | i | 22.8 | -0.96 | 1420 | -2.7 | 1197 | 0.3% | 4.5 | 1.5 | 6.5 | 2.9 | 7.0 | i | -0.762 | -0.262 | -0.115 | 0.399 | -11.2%
CC1=CC(=O)CC2C1(C)CCC(C)C2(C)CCC(C)CC(=O)O (stereo not drawn) | x | x | 0.26 | 840 | -1.0 | 1173 | 2.5% | x | x | x | x | x | i | -0.77 | -0.777 | -0.123 | -0.0991 | 7.2%
